Nrf2 inh – blocks Nrf2 signaling; A549 ARE-Fluc reporter, luciferase luminescence, 18-24 h; Potency, µM (titrated, usually from 46 µM), without a hit: top-dose activity change, negative = inhibition, hits mostly inhibitors; actives 2.1% (n = 360,000); also: potency is read from the fitted curve at half-maximal effect; % is scaled to controls: 0 for no effect and ±100 for the full control effect; nearly all actives have a fitted effect of over 60% in size
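Cells were seeded and rested 2 h, then exposed to compounds for 18-24 h. CellTiter-Fluor was read first as a viability measure. BugLite was added 15 min before the final luminescent read of ARE-luciferase activity in A549 cells.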
CCT modulator – cytosolic chaperonin activity modulation. purified chaperonin ATPase assay, HTRF ADP detection, 30 min. AID 651819. actives 0.3% (n = 360,000). activity change, % (test concentration not listed), hits read low; in the data active = activity change below about -30%; also: % is scaled to controls: 0 for no effect and ±100 for the full control effect
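First, chaperonin was dispensed at 40 nM or 20 nM final depending on batch activity. Next, compounds were pinned at 76 uM and ATP added at 10 uM. After 30 min at 37 °C, ADP detection reagents ran 30 min at ambient temperature.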
EPAC2 antag – antagonists of human EPAC2 | actives 0.18% (n = 360,000) | Potency, µM (series often up to 114 µM), for the others: at the top dose activity, negative = inhibition, actives largely listed as inhibitors | Q8WZA2 | EPAC2 GEF exchange of Rap1B-BODIPY-GDP, fluorescence | AID 720708; also: potency is read from the fitted curve at half-maximal effect; % is scaled to controls: 0 for no effect and ±100 for the full control effect; nearly all actives have a fitted effect of over 45% in size; many of its hits are not listed in these tables
Target sequence (Q8WZA2 whole entry, looked up): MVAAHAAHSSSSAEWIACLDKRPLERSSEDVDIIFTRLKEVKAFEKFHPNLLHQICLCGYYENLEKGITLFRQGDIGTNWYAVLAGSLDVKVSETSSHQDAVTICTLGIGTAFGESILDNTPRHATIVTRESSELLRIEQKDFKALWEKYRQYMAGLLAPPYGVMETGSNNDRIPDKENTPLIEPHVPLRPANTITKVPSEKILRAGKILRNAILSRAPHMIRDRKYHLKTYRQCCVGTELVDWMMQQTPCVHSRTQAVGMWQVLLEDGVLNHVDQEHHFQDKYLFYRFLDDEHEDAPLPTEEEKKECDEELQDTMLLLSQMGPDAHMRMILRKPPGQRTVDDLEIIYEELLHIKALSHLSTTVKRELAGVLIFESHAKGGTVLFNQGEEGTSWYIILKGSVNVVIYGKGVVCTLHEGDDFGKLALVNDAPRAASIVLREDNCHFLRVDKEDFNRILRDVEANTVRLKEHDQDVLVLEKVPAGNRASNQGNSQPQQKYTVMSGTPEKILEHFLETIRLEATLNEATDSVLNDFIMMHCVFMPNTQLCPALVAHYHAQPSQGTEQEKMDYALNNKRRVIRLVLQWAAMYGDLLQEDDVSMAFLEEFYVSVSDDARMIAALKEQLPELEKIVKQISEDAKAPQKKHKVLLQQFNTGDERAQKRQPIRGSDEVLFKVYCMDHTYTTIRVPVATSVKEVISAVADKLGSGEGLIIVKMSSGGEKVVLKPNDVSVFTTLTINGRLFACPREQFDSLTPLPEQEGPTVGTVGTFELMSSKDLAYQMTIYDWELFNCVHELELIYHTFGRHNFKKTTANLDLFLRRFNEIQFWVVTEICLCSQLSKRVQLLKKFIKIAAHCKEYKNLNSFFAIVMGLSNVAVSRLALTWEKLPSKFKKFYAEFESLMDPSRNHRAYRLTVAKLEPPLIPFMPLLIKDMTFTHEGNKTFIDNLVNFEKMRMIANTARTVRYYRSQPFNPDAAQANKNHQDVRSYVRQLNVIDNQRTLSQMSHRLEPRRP
MmCpn inh – inhibitors of Methanococcus maripaludis chaperonin (MmCpn); purified Mm-Cpn ATPase, ADP Transcreener TR-FRET; Potency, µM (highest dose often 76.9 µM), without a hit: at the top dose activity, negative = inhibition, actives largely listed as inhibitors; actives 0.031% (n = 330,000); AID 504842; also: potency is read from the fitted curve at half-maximal effect; % is scaled to controls: 0 for no effect and ±100 for the full control effect; nearly all actives have a fitted effect of over 80% in size
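Compound-treated chaperonin, 25 nM final, turns over 10 uM ATP at 37°C for 30 min following a 10 min preincubation; ADP generated competes with ADP-d2 for Eu-cryptate antibody, lowering FRET.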
Akt phos inh – blocks phosphorylation of Akt. activity change, % for hits at 50 µM. actives 0.32% (n = 360,000). Neuro2A IGF-stimulated pAkt S473 HTRF, 20 min; stronger effect = lower value. AID 651550; in the data active = activity change below about -80%; inconclusive = mostly about -51% to -80%; also: % is scaled to controls: 0 for no effect and ±100 for the full control effect
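Neuro2A cells in DMEM with 0.5% FBS, overnight at 37 deg C, given compound at single 50 µM final, then IGF (6 nM final) for 20 min at 37 deg C. Lysed; phospho-Akt Ser473 by HTRF after 24 h, 665/615 ratio.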
Nrf2 ARE act – activates Nrf2 signaling | AREc32 ARE-luciferase reporter (MCF7-derived line), luminescence, 24 h | Potency, µM (doses to about 46.1 µM), without a hit: top-dose activation, actives largely listed as activators | actives 0.31% (n = 410,000) | AID 624171; also: potency is read from the fitted curve at half-maximal effect; % of control where 0% means no effect; nearly all actives have a fitted effect of over 65% in size
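For detection, Steady-Glo was added and plates sat 30 min at RT; before that, AREc32_Fluc cells grown overnight in OPTI-MEM/5% FBS had been treated with 23 nL compound for 24 hr at 37 deg C.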
TGFb SMAD3 inh – inhibitors of TGF-b signaling | Potency, µM (doses to about 46.1 µM), inactives show top-dose activity, negative = inhibition, actives largely listed as inhibitors | HepG2 CAGA-GFP TGF-b/SMAD3 reporter, GFP fluorescence, 18 h; TGF-beta stimulated, 500 pg/mL final | actives 1.2% (n = 410,000) | AID 588855; also: potency is read from the fitted curve at half-maximal effect; % is scaled to controls: 0 for no effect and ±100 for the full control effect; nearly all actives have a fitted effect of over 65% in size
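HEPG2 CAGA-GFP cells (1000/well, DMEM with 1% FBS) were pre-incubated 2 h at 37 degrees C, given compound by pin tool, then stimulated with TGF-beta at 500 pg/mL final for 18 h before per-cell GFP fluorescence imaging.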
A549 tox – kills or reduces viability of A549 cells in Nrf2 counter-screen; actives 0.16% (n = 390,000); Potency, µM (highest dose often 46 µM), for inactives: top-dose activity change, negative = cytotoxicity, usual class: inhibitors; A549 ARE-Fluc cells, CellTiter-Fluor viability, 18-24 h; also: potency is read from the fitted curve at half-maximal effect; % is scaled to controls: 0 for no effect and ±100 for the full control effect
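Cytotoxicity counterscreen: CellTiter-Fluor fluorescence was measured in A549 ARE_Fluc cells after 18-24 h of compound exposure in a concentration series. The subsequent BugLite luminescent read reports ARE-luciferase activity.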
EPAC2 ag – EPAC2 (human) agonism; EPAC2 activation, biochemical qHTS; response scale: 100% = 6.5 mM cAMP response; Potency, µM (highest dose often 154 µM), inactives show at the highest dose activation, usual class: activators; actives 0.079% (n = 360,000); AID 720711; also: potency is read from the fitted curve at half-maximal effect; nearly all actives have a fitted effect of over 50% in size
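Fluorescence exchange assay: 100 nM EPAC2 with 250 nM RAP1B-BODIPY-GDP and 50 uM GDP; compounds tested as a concentration-titration series (qHTS). Loss of Rap1-bound BODIPY-GDP fluorescence read at 480/540 nm; data normalized to 6.5 mM cAMP.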
* = called active by the depositor; i = inactive; u = inconclusive; x = not tested or not shown; [ ] = dose if it differs, or a comment. Unless noted, calls follow the shape of the dose curve; as a rule, active = well fitted curve in the direction sought with a large enough effect; inconclusive = small, poorly fitted or top-dose-only effect, or another doubt; inactive = no such curve, though single readings can be large; an effect the other way counts as inactive or inconclusive. Not all compounds are listed, so the mix of outcomes need not match the whole.

[1] O=S(=O)(NCC1COc2ccccc2O1)c1ccc2ccccc2c1 (stereo not given)
[2] CC1CC(C)CN(S(=O)(=O)c2cc(C(=O)O)c(Cl)s2)C1 (stereo not given)
[3] COc1ccc(OC)c(Cc2nnc(CCC(=O)N3CCN(C4CCCC4)CC3)o2)c1
[4] CS(=O)(=O)Nc1ccc(C2=NN(C(=O)c3ccco3)C(c3ccccc3F)C2)cc1 (stereo not given)
[5] Cc1cccc(NC(=O)NCC2CCN(c3ccc(S(=O)(=O)N4CCOCC4)cc3)CC2)c1
[6] COC(=O)c1c(NC(=O)COC(=O)[C@@H](NS(=O)(=O)c2cccc(Cl)c2)C(C)C)sc2c1CCC2
[7] O=C(COc1ccc(Cl)cc1)Nc1cc(NC(=O)COc2ccc(Cl)cc2)cc(C(=O)O)c1
[8] COc1cc(/C=C2\SC(=Nc3ccc(O)cc3)NC2=O)cc(OC)c1O
[9] CCCCN(CC)CCNC(=O)CN1C(=O)COc2ccc(S(=O)(=O)N3CCOCC3)cc21
[10] COc1cccc(NC(=O)CN2CCCN(S(=O)(=O)c3ccc(Br)cc3)CC2)c1

| Assay by compound | 1 | 2 | 3 | 4 | 5 | 6 | 7 | 8 | 9 | 10 |
| --- | --- | --- | --- | --- | --- | --- | --- | --- | --- | --- |
| Nrf2 inh | -18% | -8% | u | u | -3% | -27% | 5% | 1% | 1% | u |
| CCT modulator | -3.9 | -1.9 | -2.0 | -1.8 | 0.3 | -0.5 | -3.2 | -1.6 | x | x |
| EPAC2 antag | -12% | 0% | -4% | -2% | 4% | 3% | 4% | -3% | x | x |
| MmCpn inh | 4% | 2% | 0% | u | 0% | -27% | -1% | -5% | x | x |
| Akt phos inh | i | i | i | i | i | i | i | i | x | x |
| Nrf2 ARE act | 0.5% | -0.3% | 3.7% | 3.0% | 2.7% | 3.4% | -0.9% | 6.1% | -0.9% | 5.6% |
| TGFb SMAD3 inh | -25% | 5% | 5% | -1% | 13% | u | -5% | -2% | 3% | u |
| A549 tox | 15% | 2% | 5% | -14% | -10% | -12% | -6% | 2% | -10% | 0% |
| EPAC2 ag | 19% | 1% | 6% | 6% | 9% | 1% | -4% | 7% | x | x |

[11] CN(C)C(=O)c1cc(C(=O)c2ccccc2Br)c[nH]1
[12] CN(C)S(=O)(=O)c1cccc(C(=O)NCCNC(=O)c2cccc(S(=O)(=O)N(C)C)c2)c1
[13] CCCSc1nnc(NC(=O)CCc2ccccc2)s1
[14] COC(=O)Oc1ccc(/C=N/NS(=O)(=O)c2ccccc2)cc1OC
[15] CCOC(=O)C1(Cc2cccc(Cl)c2)CCCN(C(=O)CCNC(C)=O)C1 (stereo not given)
[16] CCCn1c(=O)[nH]c(=O)c2c1nc(-c1ccc(OC(F)F)cc1)n2CCN1CCOCC1
[17] O=C(NCc1ccccn1)c1cccc(NS(=O)(=O)c2cccc(Cl)c2)c1
[18] CC1=C(C(=O)NC2CCCc3c2cnn3-c2ccc(F)cc2F)OCCO1 (stereo not given)
[19] N#Cc1sc2nc(-c3ccccc3)cc(-c3ccco3)c2c1N
[20] N#Cc1c(C(F)(F)F)cc(-c2cccs2)nc1SCC(=O)Nc1ccc(F)cc1

| Assay by compound | 11 | 12 | 13 | 14 | 15 | 16 | 17 | 18 | 19 | 20 |
| --- | --- | --- | --- | --- | --- | --- | --- | --- | --- | --- |
| Nrf2 inh | 8% | -7% | 6% | u | 5% | 6% | -5% | u | -11% | u |
| CCT modulator | -3.6 | 0.0 | 1.4 | -0.7 | 1.8 | 1.3 | 0.2 | -2.0 | 3.9 | x |
| EPAC2 antag | 4% | 2% | 5% | -5% | 13% | 13% | -3% | -3% | -2% | x |
| MmCpn inh | 0% | 1% | -2% | 0% | 0% | -1% | -3% | 1% | 0% | x |
| Akt phos inh | i | i | i | i | i | i | i | i | i | x |
| Nrf2 ARE act | 1.5% | 0.6% | 1.5% | -0.1% | -0.4% | 0.1% | -2.0% | 0.2% | u | 5.4% |
| TGFb SMAD3 inh | 1% | 2% | -12% | -1% | 9% | 4% | 10% | -11% | -23% | -21% |
| A549 tox | 0% | 2% | 8% | -4% | -6% | 0% | -2% | -5% | -19% | 3% |
| EPAC2 ag | 6% | 16% | 6% | -1% | -1% | 3% | 11% | 15% | -5% | x |

Entries of single compounds as entered above. Order of values: Nrf2 inh | CCT modulator | EPAC2 antag | MmCpn inh | Akt phos inh | Nrf2 ARE act | TGFb SMAD3 inh | A549 tox | EPAC2 ag
Entry for CCCSc1nnc(NC(=O)CCc2ccccc2)s1 → 6% | 1.4 | 5% | -2% | i | 1.5% | -12% | 8% | 6%
Entry for CCCn1c(=O)[nH]c(=O)c2c1nc(-c1ccc(OC(F)F)cc1)n2CCN1CCOCC1 → 6% | 1.3 | 13% | -1% | i | 0.1% | 4% | 0% | 3%
Entry for CCOC(=O)C1(Cc2cccc(Cl)c2)CCCN(C(=O)CCNC(C)=O)C1 (stereo not given) → 5% | 1.8 | 13% | 0% | i | -0.4% | 9% | -6% | -1%
Entry for CN(C)C(=O)c1cc(C(=O)c2ccccc2Br)c[nH]1 → 8% | -3.6 | 4% | 0% | i | 1.5% | 1% | 0% | 6%

Carrying on:
[21] Cc1cccc(N2CC(C(=O)Nc3ccc(S(=O)(=O)N4CCOCC4)cc3)CC2=O)c1 (stereo not given)
[22] COc1cc(OC)c(S(=O)(=O)Nc2ccccc2NC(=O)CN2CCOCC2)cc1NC(C)=O
[23] O=C(CNC(=O)c1ccc(F)cc1)N/N=C/c1cc(Br)ccc1OCc1ccccc1
[24] CCCCC(=O)N/N=C/c1ccc(-c2ccc([N+](=O)[O-])cc2)o1
[25] COc1ccc(-c2nn(-c3ccccc3)cc2/C=C/C(=O)N2CCN(c3ccccn3)CC2)cc1
[26] CCC1C(C#N)=C(SCC(N)=O)NC2=C1C(=O)CC(C)(C)C2 (stereo not given)
[27] O=C(NC1CC2CCCC(C1)N2C(=O)Nc1ccccc1F)C1CC1 (stereo not given)
[28] Cc1cccc(OCC(O)CN2CCN(S(=O)(=O)c3ccc(C)cc3C)CC2)c1 (stereo not given)
[29] CCCNC(=O)Cn1c(=O)/c(=C/c2ccc(-c3cccc([N+](=O)[O-])c3)o2)s/c1=C\C(=O)C(C)(C)C
[30] Fc1ccc(-c2ccc(NCCN3CCOCC3)nn2)cc1

| Assay by compound | 21 | 22 | 23 | 24 | 25 | 26 | 27 | 28 | 29 | 30 |
| --- | --- | --- | --- | --- | --- | --- | --- | --- | --- | --- |
| Nrf2 inh | u | -10% | u | -4% | u | -3% | 7% | -6% | 4% | 10% |
| CCT modulator | 0.0 | -1.6 | -0.9 | -3.4 | -3.8 | 0.6 | -0.3 | 0.6 | 0.6 | -1.9 |
| EPAC2 antag | 0% | 2% | 1%[57.1 µM] | -7% | -10% | -2% | 7% | -8% | 59%[activator] | -17% |
| MmCpn inh | -3% | 1% | -2% | -3% | 2% | 3% | -5% | -7% | x | 3% |
| Akt phos inh | i | i | i | i | i | i | i | i | i | i |
| Nrf2 ARE act | -0.1% | 0.2% | 2.9% | 4.2% | -0.1% | 2.4% | -0.8% | 3.2% | 3.8% | 0.5% |
| TGFb SMAD3 inh | 9% | -11% | u | 9% | 3% | -5% | -14% | u | 8% | 0% |
| A549 tox | 4% | -4% | -21% | -14% | -2% | -5% | -4% | -4% | -4% | 3% |
| EPAC2 ag | -6% | 9% | 14% | -4% | 14% | 25% | 14% | -1% | -105%[inhibitor] | -2% |

[31] COc1ccc(C(=O)Nc2ccc(-n3nncc3C(C)(C)C)cc2)cc1
[32] C=CCc1ccc(O)c(-c2ccc(O)c(CC=C)c2)c1
[33] COc1ccc(C(CNC(=O)c2ccc(S(=O)(=O)Nc3ccc(F)cc3)cc2)N(C)C)cc1 (stereo not given)
[34] Cc1ccc2nc(NC(=O)c3ccc(Cl)s3)sc2c1
[35] c1ccc(C2=Nc3cccc4cccc(c34)N2)cc1
[36] COc1cc(/C=C2/C(=N)N3OC(C)=CC3=NC2=O)ccc1OCCOc1ccc(C)cc1
[37] O=C(O)CCCCCNCc1ccncc1
[38] COc1ccc(S(=O)(=O)NCC(c2ccc(C)cc2)N2CCN(C)CC2)cc1OC (stereo not given)
[39] CC(=O)N1CCc2cc(S(=O)(=O)CCC(=O)NCc3ccco3)ccc21
[40] COc1ccccc1Cc1nc2ccccc2n1S(=O)(=O)c1ccc(Cl)cc1
[41] COc1cccc(CN(C)C(=O)Cc2c[nH]c3ccccc23)c1OC
[42] CC(C)c1ccc(C(=O)Nc2ccc(N3CCOCC3)cc2)cc1

| Assay by compound | 31 | 32 | 33 | 34 | 35 | 36 | 37 | 38 | 39 | 40 | 41 | 42 |
| --- | --- | --- | --- | --- | --- | --- | --- | --- | --- | --- | --- | --- |
| Nrf2 inh | -7% | -23% | -15% | u | -2% | -12% | x | 1% | 1% | 4% | 7% | -15% |
| CCT modulator | -1.0 | 1.5 | 2.2 | -2.8 | -1.0 | -0.3 | -1.7 | 1.4 | -0.7 | -0.9 | -1.4 | -3.6 |
| EPAC2 antag | -14% | u | -5% | 1% | 11% | 0% | 6% | 8% | 5% | 5% | -1% | 10% |
| MmCpn inh | -3% | x | -1% | -2% | 3% | 1% | 0% | 0% | 1% | -1% | -3% | -2% |
| Akt phos inh | i | i | i | i | i | i | i | i | i | i | i | i |
| Nrf2 ARE act | 3.0% | -0.7% | 0.5% | 7.9% | 0.4% | 3.3% | -0.2% | 0.5% | 0.1% | 0.0% | 0.4% | -0.5% |
| TGFb SMAD3 inh | 3% | u | -19% | 0% | u | 1% | -21% | 1% | 3% | u | 2% | -1% |
| A549 tox | 0% | -6% | -3% | -2% | -3% | -6% | -3% | 2% | -1% | 8% | 10% | -4% |
| EPAC2 ag | 18% | 0% | -3% | 10% | -3% | -6% | -3% | -7% | 6% | 3% | 3% | 6% |

Screens deposited in PubChem by National Center for Advancing Translational Sciences (NCATS).
